Source: PubChem (several laboratories)
Runt-SMMHC FRET = blocks binding of human RUNX1 Runt domain to CBFb-SMMHC. Cerulean-Runt/Venus-CBFb-SMMHC FRET ratio 530/480, 1 h. inhibition, % at 20 µM. 220,000 compounds, 0.74% hits. Q01196+Q13951;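 active = mean inhibition across duplicate retests at 20 µM reaching about 50%, limit read from the data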;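 also: 0% = DMSO wells and 100% = wells with excess untagged CBFb-SMMHC; inhibitors lower the FRET ratio by blocking Runt binding to CBFb-SMMHC; some results filed as inactive read as strong as hits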
14-3-3 Bad PPI = disrupts binding of bovine 14-3-3 zeta to phospho-Bad peptide; P63103; TR-FRET 14-3-3zeta/Dy647-pBad peptide displacement, 1 h; inhibition, % at 21.7 µM; 220,000 compounds, 0.71% hits;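 active = inhibition above about 70%, limit read from the data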;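 also: 0% = full 14-3-3 plus peptide FRET controls and 100% = background without 14-3-3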
Target sequence (P63103 whole entry, looked up): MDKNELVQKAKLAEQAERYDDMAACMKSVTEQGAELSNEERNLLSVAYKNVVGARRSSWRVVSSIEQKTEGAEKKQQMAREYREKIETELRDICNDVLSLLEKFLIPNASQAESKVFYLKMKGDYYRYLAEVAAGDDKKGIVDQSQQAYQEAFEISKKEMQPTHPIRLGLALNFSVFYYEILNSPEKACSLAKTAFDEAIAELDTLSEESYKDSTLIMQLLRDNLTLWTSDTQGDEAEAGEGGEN
Mdm2 ligase inh = Mdm2 E3 ligase (human) inhibition | Q00987 | cell-based MDM2 ubiquitination luciferase reporter, 2 h; 0 = plate control, 100 = twice control, blank-subtracted | signal enhancement, % at 5 µM | 210,000 compounds, 0.11% hits;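 active = signal enhancement of 30% or more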;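 also: luminescence tracks abundance of the self-degrading MDM2-luciferase fusion protein; higher signal means inhibition of MDM2 E3 ligase activity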
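Material: Stable MDM2–luciferase fusion reporter cells | Amount: 2000 cells seeded into each well | Dosing: One concentration, 5 µM, with 0.2% DMSO | Incubation: 4 h cell settling then 2 h compound exposure, 37 °C | Measured by: Luciferase luminescence | Read-out basis: % enhancement relative to plate controls after blank subtraction | Benchmarks: Control and blank well means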
Runt-CBFb FRET = inhibitors of human RUNX1 Runt domain binding to CBFb; Cerulean-Runt/Venus-CBFb FRET ratio 530/480, 1 h; inhibition, % at 20 µM; 220,000 compounds, 0.46% hits;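 active = inhibition over about 50% at 20 µM in the single-dose screen, limit read from the data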;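 also: 0% = DMSO wells and 100% = excess unlabeled CBFb competitor control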
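Doses: 20 µM compound in 1% DMSO | Material: Cerulean-labeled Runt domain protein | Amount: Each fluorescent fusion protein 100 nM | Schedule: Two 1 h room-temperature incubations shielded from light | Measured by: FRET fluorescence | Evaluation: Loss of energy transfer signal | Controls: Unlabeled CBFb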
L929 necroptosis = blocks zVAD induced death of L929 cells | L929 zVAD necroptosis rescue, ATP luminescence, 24 h; with zVAD 60 µM | viability rescue, % at 10 µM | 220,000 compounds, 0.38% hits;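 active = activation, scaled between plate controls, above about 75%, limit read from the data; inactive = activation under that limit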;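 also: 0% = zVAD with DMSO and 100% = DMSO alone without zVAD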
TbHK1 inh = blocks Trypanosoma brucei hexokinase 1 activity; recombinant TbHK1, G6PDH-coupled NADH A340; 220,000 compounds, 0.11% hits; AID 1430; inhibition, % at 10 µM;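 active = inhibition of 50% or more in the single-dose primary screen; inactive = inhibition below 50%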
NCF1 inh = inhibitors of human p47phox binding; inhibition, % at 24.7 µM; p47phox/p22phox peptide binding, fluorescence polarization, 2 h; AID 1274; P14598; 220,000 compounds, 0.53% hits;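 active = inhibition above about 30%, limit read from the data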;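 also: 0% = p47phox with labelled peptide and 100% = labelled peptide alone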
Hck-Nef inh = human Hck-Nef kinase inhibition. P08631. Recombinant Hck-YEEI plus Nef, Z-Lyte FRET kinase assay. inhibition, % at 20 µM. 220,000 compounds, 0.68% hits. AID 463187;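 active = Hck-Nef kinase inhibition above about 50%, limit read from the data; inactive = inhibition below that limit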;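 also: 0% = DMSO with Hck plus Nef and 100% = Hck alone without Nef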
Target sequence (P08631 whole entry, looked up): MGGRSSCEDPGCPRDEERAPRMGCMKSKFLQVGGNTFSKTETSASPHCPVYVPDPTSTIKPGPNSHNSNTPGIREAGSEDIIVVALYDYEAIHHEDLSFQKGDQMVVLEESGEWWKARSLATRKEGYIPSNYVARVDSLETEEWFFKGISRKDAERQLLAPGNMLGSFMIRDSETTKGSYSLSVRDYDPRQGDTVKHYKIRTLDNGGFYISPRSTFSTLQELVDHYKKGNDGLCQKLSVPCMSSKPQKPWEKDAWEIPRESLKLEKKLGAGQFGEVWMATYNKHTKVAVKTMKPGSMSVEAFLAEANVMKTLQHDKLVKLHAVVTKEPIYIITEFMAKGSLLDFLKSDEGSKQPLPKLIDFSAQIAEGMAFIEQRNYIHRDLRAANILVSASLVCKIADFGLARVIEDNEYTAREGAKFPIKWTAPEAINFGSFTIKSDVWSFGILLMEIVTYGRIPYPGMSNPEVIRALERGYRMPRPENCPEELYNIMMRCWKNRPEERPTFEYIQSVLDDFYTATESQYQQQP
EBV gp42 block = blocks Epstein-Barr virus glycoprotein 42 binding; AID 1085; Fluorescence polarization binding assay, mP read-out; inhibition, % (tested at 21.74 µM); Q1HVG2; 220,000 compounds, 0.42% hits; in the data active = inhibition above about 50%
Target sequence (Q1HVG2 whole entry, looked up): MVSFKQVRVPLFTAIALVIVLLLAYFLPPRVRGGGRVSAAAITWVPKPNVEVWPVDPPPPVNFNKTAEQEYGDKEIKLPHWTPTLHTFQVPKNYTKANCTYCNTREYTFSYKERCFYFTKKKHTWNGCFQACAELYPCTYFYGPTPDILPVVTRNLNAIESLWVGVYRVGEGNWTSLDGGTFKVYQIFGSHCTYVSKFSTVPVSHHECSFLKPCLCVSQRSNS
The depositor's hits bear a star; i = inactive; / = no result given; [ ] = another dose, or the depositor's remark.

SMILES | Runt-SMMHC FRET | L929 necroptosis | Mdm2 ligase inh | EBV gp42 block | Runt-CBFb FRET | NCF1 inh | 14-3-3 Bad PPI | Hck-Nef inh | TbHK1 inh
COc1ccc(C(=O)c2ccc(OC)c(N)c2)cc1N | -9 | -0.3 | -7 | -5 | 3 | -8 | -12[fluorescence artefact?] | 0 | -24
CC(=C/c1ccccc1)/C=N/Nc1nc(N2CCCCC2)nc(N2CCCCC2)n1 | -1 | 0.5 | -8 | 6 | 0 | -11 | -7 | 2 | -23
COc1ccc(C(=O)Nc2cc(OC)nc(OC)n2)cc1 | 0 | 0.2 | -28 | -5 | 0 | -24 | -3 | -9 | 3
CCOc1ccccc1NC(=O)c1oc2ccccc2c1NC(=O)C1CCCO1 (configuration not stated) | -9 | 0.7 | -8 | -8 | -7 | -16 | -12 | 4 | -1
COc1cc(C(=O)Nc2c(C)cc(C)cc2C)c([N+](=O)[O-])cc1OC | -4 | -0.1 | -6 | -14 | -2 | -9 | 3 | 4 | -3
Cc1cc(C(F)F)n2nc(C(=O)Nc3ccccc3F)nc2n1 | 2 | 0.9 | 4 | -17 | 2 | -5 | 2 | -1 | 4
Cc1ccc2[nH]cc(C(=O)CN3CCC4(CC3)OCCO4)c2c1 | i | 2.1 | -5 | -27 | -1 | -12 | 13 | 3 | -1
CCOc1ccc(/C=C2\SC(=S)N(C(C(=O)O)c3ccccc3)C2=O)cc1OC (configuration not stated) | -104 | 1.0 | -28 | -34 | -39 | -19 | 6 | 28 | -6
O=C1C2C3C=CC(C2C(=O)N1c1cccc(O)c1)C1C2C(=O)N(c4cccc(O)c4)C(=O)C2C31 (configuration not stated) | -6 | 1.2 | -8 | -4 | 0 | -8 | -10 | 26 | 2
Cn1c(=O)c([N+](=O)[O-])c(-n2ccnc2)c2ccccc21 | 2 | 0.6 | -2 | -16 | 4 | -8 | -11 | 23 | -5
COCCn1c(=NC(=O)c2ccccc2[N+](=O)[O-])sc2cc(S(C)(=O)=O)ccc21 | 2 | 0.3 | -5 | -3 | 1 | 12 | 7 | 2 | -8
CC(=O)N/N=C(\C)C1COc2ccccc2O1 (configuration not stated) | 3 | -0.6 | -9 | 1 | 5 | -3 | -6 | -9 | -6

Three compounds from above, ordered by SMILES length, descending.
SMILES | Runt-SMMHC FRET | L929 necroptosis | Mdm2 ligase inh | EBV gp42 block | Runt-CBFb FRET | NCF1 inh | 14-3-3 Bad PPI | Hck-Nef inh | TbHK1 inh
O=C1C2C3C=CC(C2C(=O)N1c1cccc(O)c1)C1C2C(=O)N(c4cccc(O)c4)C(=O)C2C31 (configuration not stated) | -6 | 1.2 | -8 | -4 | 0 | -8 | -10 | 26 | 2
CC(=C/c1ccccc1)/C=N/Nc1nc(N2CCCCC2)nc(N2CCCCC2)n1 | -1 | 0.5 | -8 | 6 | 0 | -11 | -7 | 2 | -23
CCOc1ccccc1NC(=O)c1oc2ccccc2c1NC(=O)C1CCCO1 (configuration not stated) | -9 | 0.7 | -8 | -8 | -7 | -16 | -12 | 4 | -1

New compounds follow:
SMILES | Runt-SMMHC FRET | L929 necroptosis | Mdm2 ligase inh | EBV gp42 block | Runt-CBFb FRET | NCF1 inh | 14-3-3 Bad PPI | Hck-Nef inh | TbHK1 inh
CSc1ccccc1NC(=O)CN(Cc1ccc(Cl)cc1)S(C)(=O)=O | 2 | 0.3 | -13 | -3 | -1 | -11 | 7 | -7 | 2
O=S1(=O)N=C(N(Cc2cccs2)c2ccc(O)cc2)c2ccccc21 | 3 | -0.6 | -9 | 7 | 1 | -11 | -8 | 1 | 2
CCN(CC)S(=O)(=O)c1ccc(S(=O)(=O)N(Cc2ccccn2)Cc2ccco2)cc1 | -3 | 0.0 | -7 | -1 | 0 | -4 | 3 | 1 | -4
CC(C)NCC(O)COc1cccc2[nH]ccc12 (configuration not stated) | -2 | / | / | -10 | 1 | -16 | 1 | / | /
Cc1ccc(C#N)c(SCc2nnc(-c3ccc(Cl)cc3)o2)n1 | 29 | 0.8 | -73 | -19 | 19 | 1 | -2[fluorescence artefact?] | 8 | 32
Cc1cc(Br)ccc1NC(=O)CNC(=O)CN(C)Cc1nc2ccccc2c(=O)[nH]1 | 2 | 2.9 | -3 | -25 | 0 | -8 | 11 | 2 | -2
COC(=O)Nc1nc(C)c(C(=O)N(C)C)s1 | 2 | 2.5 | -9 | -25 | 0 | -2 | 10 | 2 | 3
c1ccc(Cn2nnnc2C(c2ccccn2)N2CCOCC2)cc1 (configuration not stated) | -2 | -0.1 | 0 | -11 | -2 | -13 | -7 | 1 | -2
CC1CC(C)CN(C(=O)COC(=O)CNS(=O)(=O)/C=C/c2ccccc2)C1 (configuration not stated) | -1 | 0.2 | -18 | -11 | 0 | -5 | -4[fluorescence artefact?] | -1 | 5
Cc1ccc(N2CC(C(=O)Nc3ccc(C)c(S(=O)(=O)N(C)C)c3)CC2=O)cc1 (configuration not stated) | -1 | -0.4 | -5 | -17 | -3 | 1 | 1 | 19 | 8
CCOC(=O)Cn1nc(C)c(NC(=O)COc2ccccc2[N+](=O)[O-])c1C | 0 | 0.9 | -11 | 5 | 0 | -3 | -2 | 8 | -4
CCCc1cc2c(=O)c(-c3ccc4c(c3)OCCO4)c(C)oc2cc1OS(C)(=O)=O | 0 | -0.1 | -9 | -48 | -2 | -95 | 14 | 3 | 2
CSc1ccccc1NC(=O)C1C2CCC(C2)C1C(=O)O (configuration not stated) | 0 | -0.4 | -25 | -10 | -1 | -8 | -1 | -9 | -6
ClCc1csc(-c2ccc(Cl)cc2)n1 | 1 | 0.6 | -7 | 1 | -1 | 2 | 6 | 4 | -2
N#Cc1ccc(/C=N/NC(=O)CCc2ccc(S(=O)(=O)N3CCOCC3)cc2)cc1 | 0 | 0.1 | 5 | -9 | 0 | -3 | 1 | 1 | -2
O=C(CSc1nnc(-c2cccs2)n1Cc1ccco1)c1ccc2c(c1)OCO2 | -1 | -0.2 | -17 | 3 | 5 | -5 | 10 | -6 | 3
Cc1cc(C)c(C(=O)/C=C/c2ccco2)c(=O)[nH]1 | 1 | 21 | -8 | -14 | 18 | -13 | 4 | 19 | -35
CC#CCCCC(=O)Nc1ccccc1C(=O)O | -37 | 1.1 | -36 | 2 | -2 | -13 | 22 | 0 | 9
Cc1ccc(CSc2nc3ccncc3[nH]2)cc1 | 1 | -0.7 | -64 | 5 | 1 | -15 | -1 | 5 | -1
Cc1nc(N2CCOCC2)nc2c1CCCC2 | -1 | 0.9 | -7 | -18 | -1 | 2 | / | -16 | 16
CCCC(=O)N1c2ccc(-c3csc(N)n3)cc2CC1C (configuration not stated) | -4 | 2.0 | -25 | 1 | -2 | -11 | -18 | 11 | 3
Cc1ccc2c(c1)N(C(C)C(=O)NCc1cccs1)C(=O)CO2 (configuration not stated) | 0 | -0.1 | 0 | -1 | 1 | -14 | 42 | 7 | -4
CN(C)S(=O)(=O)c1cccc2c1C(=O)c1ccccc1C2=O | 0 | 0.2 | 18 | 9 | -2 | -8 | -5[fluorescence artefact?] | 4 | -3
Clc1ccc(Oc2nnnn2-c2ccccc2)cc1 | 2 | -0.5 | / | -7 | -2 | 1 | -16 | -1 | -2
CCOC(=O)C(=N/O)/C(C)=N/NC(=O)C(=O)Nc1ccc(Cl)cc1 | 2 | 0.6 | 5 | 0 | 2 | -4 | 2 | 31 | -3
CCOC(=O)C1(Cc2ccccc2)CCN(Cc2cnc(N3CCOCC3)s2)CC1 | 1 | 0.7 | -18 | -5 | 1 | -3 | -1 | -9 | -18
COC(C(=O)Nc1ccc(Br)cc1F)c1ccccc1 (configuration not stated) | -8 | 1.4 | -3 | -5 | 1 | -6 | -5 | -3 | 6
CCn1c(O)c(N=NC(=O)Cn2ccc(C(F)(F)F)n2)c2ccccc21 | -6 | 0.3 | -19 | -2 | -6 | 2 | -2[fluorescence artefact?] | 0 | 16
Cc1ccc2nc(NCc3ccco3)c(C=NCc3ccco3)c(=O)n2c1 | 37 | 0.3 | -5 | -11 | 12 | -15 | -6 | 1 | -9
Cc1cc(C(F)(F)F)n(-c2nc(C(=O)Nc3cccnc3)cs2)n1 | 2 | 71 | -10 | -17 | -3 | -7 | -2 | 2 | -2
COC(=O)[C@@H]1CCCN1Cc1nc(Cc2ccc(OC)c(OC)c2)no1 | -2 | 3.9 | -3 | -14 | -2 | 1 | -3 | 12 | -3
CCOC(=O)c1cccc(-n2c(C)nc3ccccc3c2=O)c1 | 2 | 2.6 | -8 | -12 | -2 | 3 | 3 | -1 | -3
Cc1cc(C)cc(OCC(=O)NCc2nc(-c3ccccc3)no2)c1 | 0 | 0.1 | -5 | -14 | -3 | 6 | 8 | 0 | -1
O=C(N/N=C/C(Br)=C/c1ccccc1)NC1CCCCC1 | 2 | 54 | / | 3 | -1 | -18 | -10 | 17 | -4
COc1nc(OC)nc(N2CCC(C(=O)Nc3cccc4c3CCCC4)CC2)n1 | 3 | 1.2 | -7 | -1 | 2 | 0 | 11 | 0 | -4
O=C(NC(=S)Nc1c(Cl)ccc2nsnc12)c1ccco1 | -9 | 1.9 | -3 | -14 | 8 | -5 | -6 | 0 | -11
O=C(c1csc2c1CCCC2)N1CCN(c2ncccn2)CC1 | -3 | 0.2 | -47 | 16 | 0 | -6 | -5 | -1 | -2
CCN(CC)CCN1C(=O)c2ccccc2NC1c1ccccc1F (configuration not stated) | 5 | -0.7 | -6 | -6 | 3 | 2 | 4 | -8 | -7
CC(=O)Nc1ccccc1NC(=O)c1cc(C)ccc1C | 2 | 1.5 | -3 | 11 | 0 | 1 | -3 | -22 | -2
CC(C)NC(=O)CCS(=O)(=O)c1ccc(Br)s1 | -2 | 0.2 | -14 | -6 | 1 | -1 | 6 | 1 | -7
COc1cccc(C2C(C(=O)c3ccco3)=C(O)C(=O)N2CCN(C)C)c1OC (configuration not stated) | 0 | 0.4 | -1 | 5 | 2 | -3 | -14[fluorescence artefact?] | 4 | -10
O=C(O)/C=C/C(=O)Nc1cccc2cccnc12 | -1 | -0.7 | -6 | -7 | -1 | -16 | -2 | -45 | -18
Cc1c(C(=O)c2ccccc2)c2ccccn2c1CCC#N | -4 | -1.0 | / | 1 | -1 | -12 | -1 | 17 | -19
COc1ccc(C(=O)CCNc2ccc(F)cc2)cc1 | 2 | -0.8 | -10 | -11 | 5 | -5 | 10 | 5 | 1
Cn1c(SCC(=O)N/N=C/c2ccco2)nc2ccccc21 | -2 | 0.5 | -23 | -3 | -1 | -6 | 1 | 10 | 3
Cc1ccccc1NS(=O)(=O)c1ccc(NC(=O)c2nc3ncccn3n2)cc1 | 2 | -0.3 | 1 | -3 | -2 | -18 | -3 | 2 | -4
Cc1n[nH]c(=O)nc1NC(C)c1ccccc1 (configuration not stated) | -14 | 0.2 | -3 | -5 | 1 | -3 | 15 | 1 | 51*
O=C(NC(Cc1ccccc1)C(=O)O)/C(=C\c1ccco1)NC(=O)c1ccco1 (configuration not stated) | / | 0.4 | 4 | -8 | / | -9 | -8 | 15 | -15
O=C(NC1CCCc2ccccc21)c1ccc(S(=O)(=O)N2CCOCC2)cc1 (configuration not stated) | 1 | 0.5 | -9 | -17 | 0 | -16 | -4 | 15 | -6
